CHRM1 agonist: agonists of human M1 muscarinic receptor | CHO-K1 hM1, Fluo-8 calcium fluorescence, agonist mode; 0% DMSO, 100% acetylcholine EC100 | AID 588814 | 360,000 compounds, 0.33% hits | activation, % at 3 µM;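 active = activation above the run's mean compound activation plus 3 SD, cut at about 16% in these data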;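 also: peak over basal fluorescence ratio within a 140 s kinetic read after compound addition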
Target sequence (P11229 whole entry, looked up): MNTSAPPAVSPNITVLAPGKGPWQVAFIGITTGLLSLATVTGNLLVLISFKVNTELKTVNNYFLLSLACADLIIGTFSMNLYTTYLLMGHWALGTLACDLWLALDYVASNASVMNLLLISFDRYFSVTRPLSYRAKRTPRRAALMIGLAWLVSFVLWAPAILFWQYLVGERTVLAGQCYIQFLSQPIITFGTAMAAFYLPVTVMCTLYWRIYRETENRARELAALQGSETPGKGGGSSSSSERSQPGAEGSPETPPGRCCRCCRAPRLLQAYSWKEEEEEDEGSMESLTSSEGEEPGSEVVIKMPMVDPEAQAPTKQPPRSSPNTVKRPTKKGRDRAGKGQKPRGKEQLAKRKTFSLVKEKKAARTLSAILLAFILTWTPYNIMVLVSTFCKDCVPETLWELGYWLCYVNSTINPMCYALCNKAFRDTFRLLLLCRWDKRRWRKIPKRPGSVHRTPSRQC
CHO parental Ca: counter-screen: ATP calcium response change in parental CHO cells; parental CHO-K1, ATP-induced calcium, Fluo-8 fluorescence; 330,000 compounds, 0.63% hits; inhibition, % at 5.6 µM;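 active = inhibition above that plate's mean sample inhibition plus 3 SD, cut at about 26% in these data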;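 also: 0% = ATP-challenged DMSO wells and 100% = DMSO wells without ATP; some compounds past the cut are filed as inactive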
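test system = CHO parental line | reagent = ATP stimulus | measured by = intracellular calcium via Fluo-8 no-wash fluorescent dye | control set = ATP and no-ATP DMSO wells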
TAAR1 antag: antagonists of human TAAR1; CHO RD-HGA16 TAAR1, Fluo-8 calcium fluorescence, antagonist; Q96RJ0; AID 624466; 360,000 compounds, 1.5% hits; inhibition, % at 3 µM;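 active = inhibition above a per-plate cutoff, the mean inhibition of test compounds on that plate plus 3 SD, cut at about 49% in these data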;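 also: 0% = DMSO plus EC80 beta-PEA response and 100% = DMSO alone without agonist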
Target sequence (Q96RJ0 whole entry, looked up): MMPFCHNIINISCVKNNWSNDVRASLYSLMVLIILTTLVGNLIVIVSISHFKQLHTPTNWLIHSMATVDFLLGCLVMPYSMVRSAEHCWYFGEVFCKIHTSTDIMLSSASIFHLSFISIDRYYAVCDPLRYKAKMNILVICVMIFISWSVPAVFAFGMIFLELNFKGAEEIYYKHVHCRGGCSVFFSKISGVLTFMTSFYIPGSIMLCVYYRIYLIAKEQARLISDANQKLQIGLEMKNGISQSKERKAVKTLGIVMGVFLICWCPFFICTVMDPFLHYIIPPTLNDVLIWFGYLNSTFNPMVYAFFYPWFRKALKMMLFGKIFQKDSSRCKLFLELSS
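Material: RD-HGA16 CHO cells with stable hTAAR1 and Gα16; Dosing: single nominal final test compound concentration of 3 µM; Schedule: seeding 17-24 h prior, 75-min 37 °C, 30-min RT dye loading; Detection: kinetic Fluo-8 calcium fluorescence measurement; Measure: % inhibition from peak post-agonist over basal fluorescence ratio; Benchmarks: vehicle and agonist controls.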
M1 ag parental: M1 agonist counterscreen hit in parental CHO-K1 cells; Fluo-8 calcium fluorescence; scaled to maximal ATP response, vehicle zero; activation, % at 3 µM; 360,000 compounds, 0.48% hits; AID 602248; in the data active = activation above about 15%;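 also: untransfected CHO-K1 host cells lacking M1 receptor as counterscreen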
CHO-K1 Ca antag: M1 antagonist counterscreen hit in parental CHO-K1 cells; inhibition, % at 3 µM; ATP-induced calcium, Fluo-8 fluorescence; 360,000 compounds, 0.6% hits;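 active = inhibition above a per-plate cutoff, the plate's mean sample inhibition plus 3 SD, cut at about 24% in these data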;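 also: 0% = DMSO plus EC80 ATP and 100% = DMSO alone without ATP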
CHO-K1 Ca PAM: nonselective activator or artifact in parental CHO-K1 calcium assay | ATP EC20, Fluo-8 calcium fluorescence; 0% at ATP EC20, 100% at ATP max | activation, % at 3 µM | 360,000 compounds, 0.02% hits;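 active = activation above the run cutoff, the mean activation of all test compounds plus 3 SD, cut at about 40% in these data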;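 also: peak over basal fluorescence ratio in a 140 s read after ATP addition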
TAAR1 ag: agonists of human TAAR1. Q96RJ0. CHO RD-HGA16 TAAR1, Fluo-8 calcium fluorescence; vehicle wells 0%, saturating PEA agonist 100%. activation, % at 3 µM. 360,000 compounds, 0.99% hits;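 active = activation above the mean activation of all test compounds in the run plus 3 SD, cut at about 38% in these data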
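System: CHO-derived RD-HGA16 cells with stable Gα16 and human TAAR1 / Times: 17-24 h plating, Fluo-8 75 min 37 °C, 30 min RT / Technique: calcium-sensitive Fluo-8 signal, excitation 470-495, emission 515-575 nm / Measure: % activation relative to PEA EC100 response / Benchmarks: DMSO and PEA EC100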
M1 antag: human CHRM1 antagonism. inhibition, % at 3 µM. CHO-K1 hM1, Fluo-8 calcium fluorescence, ACh EC80 antagonist. 360,000 compounds, 1.3% hits. AID 588852. P11229;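 active = percent inhibition above its own plate's cutoff, namely the mean of that plate's compound wells plus 3 SD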;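 also: peak over basal fluorescence ratio during 140 s after agonist addition; 0% = ACh EC80 plus DMSO and 100% = DMSO alone without agonist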
OXTR potentiator: potentiators of human oxytocin receptor; CHO-OTR cells, Fluo-8 calcium fluorescence, potentiator mode; 0% = oxytocin EC15, 100% = EC100; AID 2445; 320,000 compounds, 0.061% hits; activation, % at 3 µM;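 active = activation above that plate's cutoff, the mean activation of tested compounds plus 3 SD, cut at about 6.6% in these data, passing the limit was not always enough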;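 also: 100% uses oxytocin at 75 nM as the full agonist control; some results filed as inactive read as strong as hits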
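Dosing: Single dose, 3.0 µM nominal final compound concentration | Material: Human OTR in CHO cells | Technique: Kinetic Fluo-8 calcium fluorescence | Benchmarks: EC15 oxytocin alone as 0%, 75 nM oxytocin as 100% | Probe or stimulus: Oxytocin at about EC15, sub-maximal agonist stimulus | Incubation: Compound 6 min at room temperature before oxytocin, 100 s read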
Starred values were filed as active, the others as inactive; / = not tested or not shown. Rows are unselected, and some 4.2% of all compounds hit somewhere here.

SMILES	CHRM1 agonist	CHO parental Ca	TAAR1 antag	M1 ag parental	CHO-K1 Ca antag	CHO-K1 Ca PAM	TAAR1 ag	M1 antag	OXTR potentiator
CC(=O)N1CCc2cc(S(=O)(=O)CCC(=O)N3CCc4ccccc4C3)ccc21	-3	-36	-4	0.7	-2	13	10	-14	-10
CS(=O)(=O)C1=NN2C(=N)/C(=C\c3ccc(OCCOc4ccccc4)cc3)C(=O)N=C2S1	-1	2	/	1.1	1	0	/	-2	-7
Cc1ccc(NC(=O)CN(C)C(=O)C(Sc2ccccc2)c2ccccc2)cc1 (stereo not drawn)	-5	-22	-1	0.8	-9	4	0	-6	-2
CC(NCc1ccccc1OC1CCCC1)c1ccccc1 (stereo not drawn)	-1	-9	-2	1.9	-3	23	10	-10	2
C/C(=N\NC(=O)CNc1ccccc1)c1ccccc1	-1	6	6	-0.2	-4	11	6	-3	-8
O=C1NC(=O)/C(=C\c2ccccc2Oc2ccc(F)c(F)c2)S1	-1	-4	19	0.3	1	-7	7	-11	-12
O=C(Nc1ccc(N2CCCCCC2)cc1)c1cccc(S(=O)(=O)N2CCOCC2)c1	-5	-16	27	6.5	-8	5	2	23	-10
Nn1c(COc2cccc(Br)c2)nnc1SCC(=O)NCC1CCCO1 (stereo not drawn)	-2	0	4	0.1	3	-11	0	1	0
Cc1cc(C)c2[nH]c3nc(SCC(=O)O)nnc3c2c1	-4	-9	-6	0.2	-11	16	10	-11	-5
CCCCCCn1c(COc2ccccc2F)nnc1SCC(=O)NC1CCS(=O)(=O)C1 (stereo not drawn)	-2	/	-7	1.7	-7	6	3	14	/
O=C(Nc1cccc(-c2nnc(-c3ccco3)o2)c1)c1ccccc1	-6	-24	36	4.1	-6	5	9	1	-4
O=C(N/N=C/c1ccc(-c2ccc(Br)cc2)o1)c1ccc2c(c1)OCO2	-1	-2	18	0.8	-18	18	3	-8	-5
Cc1ccc2[nH]c3c(=O)n(CC(=O)NCCCN(C)Cc4ccccc4)ncc3c2c1	-5	-21	-21	0.0	-7	20	5	-14	0
Cc1c(/C=N/Nc2ccc(F)cc2)c(O)n(C)c(=O)c1C#N	0	-7	2	0.4	3	-8	1	-4	-9
O=C(COC(=O)CC1CCCC1)Nc1ccc(Cl)cc1	-3	/	5	2.7	-1	12	14	-5	/
CN(C(=O)COC(=O)c1ccccc1NCc1ccco1)c1c(N)n(Cc2ccccc2)c(=O)[nH]c1=O	-2	-18	-41	0.2	-4	-8	1	-10	-6
CN1C(=O)c2cccc3c(S(=O)(=O)Nc4ccc(O)c(C(=O)O)c4)ccc1c23	-2	-9	-10	0.5	-15	0	-1	-10	-2
CC(CC(c1ccccc1)N1CCc2ccccc2C1)=NO (stereo not drawn)	-7	/	1	0.6	-6	13	0	-16	/
Cc1ccc(S(=O)(=O)N2CCCCC2)cc1NC(=O)COc1ccccc1	0	-29	9	0.8	-13	-4	1	1	-9
COc1ccc(NC(=O)Nc2ccc3c(c2)C(=O)N([C@H](C)CO)C[C@@H](C)[C@@H](CN(C)C(=O)C2CCCCC2)OCCCC[C@H](C)O3)cc1	-4	/	-2	0.1	1	1	2	3	/
Cc1ccc(S(=O)(=O)N(C)C)cc1NC(=S)NC(C)CCCC(C)C (stereo not drawn)	-7	-7	7	8.4	4	8	3	7	-10
Cc1ccc(-c2nnc(SCC(=O)Nc3nccs3)n2N)cc1	-4	-6	-10	0.4	-7	17	19	-15	1
COCCNC(=O)CN(C(=O)CCC(=O)Nc1ccccn1)c1ccc(C)c(C)c1	-1	-22	-4	0.1	-1	2	0	-1	-11
COc1ccc(CN2CCNC(=O)C2CC(=O)NC2CCCCC2)c(OC)c1 (stereo not drawn)	-2	-16	-5	0.3	-9	-13	1	-5	-5
Cc1ccccc1C(=O)Nc1c(C(=O)N2CCCC2)cnn1-c1ccccc1	-3	-17	3	1.0	0	9	7	-3	-4
N/C(=N\O)c1ccc(NC(=O)c2cccs2)cc1	2	-3	-30	0.7	-8	17	7	-7	-12
CC(=O)Nc1ccc(Sc2ncccc2C(=O)Nc2ccc(F)cc2)cn1	69*	72*	104*	37*	12	-15	174*	52*	-14
O=C(COc1cccc2cccnc12)N/N=C/c1ccccc1O	-2	-17	16	3.3	-14	-5	3	-5	-2
COc1ccc(CCc2nnc(CCC(=O)NCCc3ncccc3C)o2)cc1	-7	-8	-2	0.2	-3	6	4	-5	5
O=C(c1ccc(NS(=O)(=O)c2ccccc2)cc1)N1CCCC1	-1	-5	9	0.3	-2	15	1	-10	-3
CC1=NN(C(=O)c2ccoc2C)C(O)(C(F)(F)F)C1 (stereo not drawn)	-2	-14	0	0.9	-6	-3	1	0	-2
O=C(COc1ccc(S(=O)(=O)N2CCCC2)cc1Cl)NCc1cccnc1	-5	-3	-1	1.1	-6	4	2	-8	-9
CC(C)COc1ccc(C(=O)Nc2cc(S(=O)(=O)N3CCOCC3)ccc2N2CCCC2)cc1	-7	-15	-7	0.1	-19	21	-2	-8	-4
CC(=O)NCCOc1cccc2ccccc12	-5	-2	-3	0.2	-7	15	4	-7	-2
O=C(CSc1nc2ccc(S(=O)(=O)N3CCOCC3)cc2[nH]1)N1CCOCC1	-2	-1	-2	0.5	0	8	2	-20	-4
CCN(CC(=O)Nc1ccc(C(=O)OC)cc1)C1CCCCC1	-11	-13	-6	0.5	-8	10	5	4	-7
O=C1CC(c2cccc(Br)c2)c2cc3c(cc2N1)CCC3 (stereo not drawn)	-2	12	-14	2.3	-3	17	16	-2	-10
COc1ccc(-c2nc(C(N)=O)c3[nH]c(=O)n(-c4ccccc4OC)c3n2)c(OC)c1	9	-8	-2	0.8	-2	8	1	-2	-3
COc1ccccc1CNC(=O)COC(=O)c1cc(S(=O)(=O)N2CCOCC2)ccc1Cl	0	-23	-6	2.5	-7	5	1	-23	-4
COc1ccc(-c2cc(C(=O)NCCCn3ccnc3)c3ccccc3n2)c(OC)c1	-12	-27	9	1.3	-1	-18	3	-18	-4
C(=N\N1CCN(Cc2cccc3ccccc23)CC1)/c1ccco1	-4	-9	-18	0.7	-11	25	-1	-7	-4
COc1ccc([C@H]2N[C@]3(CCCN(Cc4ccc(C)cc4)C3=O)[C@H]3C(=O)N(Cc4ccccc4)C(=O)[C@@H]23)cc1	-9	/	4	1.7	0	18	1	-13	/
Cc1cc(C)c(C(=O)OCC(=O)NCc2cccs2)c(C)c1	-9	-18	2	1.2	-8	21	4	-14	-4
CCOC(=O)c1c(NC(=O)C2C3C=CC(C3)C2C(=O)O)sc2c1CCC(CC)C2 (stereo not drawn)	-10	-7	-9	-0.4	0	5	-1	5	1
C=CCSc1ncc(CO)n1Cc1ccccc1	1	-2	7	0.0	-5	-3	19	9	-12
N#Cc1cccc(NC(=O)CC2CCCCC2)c1	-6	-9	2	2.9	-22	3	12	-6	1
O=C(Cn1ncc2c([nH]c3ccccc32)c1=O)N1CCN(c2ccc(F)cc2)CC1	0	-11	30	9.7	-7	17	18	7	-9
CCN1CCCC1CNC(=O)c1cc(COc2ccc(C)c(C)c2)on1 (stereo not drawn)	-5	-14	-8	0.1	0	14	1	-3	-7
Cc1ccc(CN2CC(C(=O)Nc3ncc(C)s3)CC2=O)cc1 (stereo not drawn)	-4	/	7	0.9	-9	-12	1	6	/
COc1ccc(-c2nc(CS(=O)CC(=O)NC3CCCc4ccccc43)c(C)o2)cc1OC (stereo not drawn)	-4	2	-14	0.9	0	5	0	9	-3

More results follow:
SMILES	CHRM1 agonist	CHO parental Ca	TAAR1 antag	M1 ag parental	CHO-K1 Ca antag	CHO-K1 Ca PAM	TAAR1 ag	M1 antag	OXTR potentiator
Cc1cccc(-n2cnc3sc(C)c(C)c3c2=O)c1	-4	-6	-9	-0.1	-14	21	5	-3	8
Cc1ccc(O)c(-c2cc(C(=O)Nc3cccnc3)[nH]n2)c1	0	-9	-6	2.5	-10	8	3	-8	-1
Cc1oc(-c2cccs2)nc1CS(=O)CC(=O)NC1CCCCCC1 (stereo not drawn)	-1	-12	-21	1.9	2	9	0	-3	-1
CCCS(=O)(=O)N1CCCC(C(=O)NCCCOCC)C1 (stereo not drawn)	-3	3	-19	0.3	-9	15	1	-4	-8
CCOc1ccccc1OCC(=O)NN=C1CCCC(=O)C1	2	-5	-23	-0.3	7	-24	1	-1	-1

Structures shown so far that have an aryl methoxy group (8):
SMILES	CHRM1 agonist	CHO parental Ca	TAAR1 antag	M1 ag parental	CHO-K1 Ca antag	CHO-K1 Ca PAM	TAAR1 ag	M1 antag	OXTR potentiator
COc1ccc(NC(=O)Nc2ccc3c(c2)C(=O)N([C@H](C)CO)C[C@@H](C)[C@@H](CN(C)C(=O)C2CCCCC2)OCCCC[C@H](C)O3)cc1	-4	/	-2	0.1	1	1	2	3	/
COc1ccc(CN2CCNC(=O)C2CC(=O)NC2CCCCC2)c(OC)c1 (stereo not drawn)	-2	-16	-5	0.3	-9	-13	1	-5	-5
COc1ccc(CCc2nnc(CCC(=O)NCCc3ncccc3C)o2)cc1	-7	-8	-2	0.2	-3	6	4	-5	5
COc1ccc(-c2nc(C(N)=O)c3[nH]c(=O)n(-c4ccccc4OC)c3n2)c(OC)c1	9	-8	-2	0.8	-2	8	1	-2	-3
COc1ccccc1CNC(=O)COC(=O)c1cc(S(=O)(=O)N2CCOCC2)ccc1Cl	0	-23	-6	2.5	-7	5	1	-23	-4
COc1ccc(-c2cc(C(=O)NCCCn3ccnc3)c3ccccc3n2)c(OC)c1	-12	-27	9	1.3	-1	-18	3	-18	-4
COc1ccc([C@H]2N[C@]3(CCCN(Cc4ccc(C)cc4)C3=O)[C@H]3C(=O)N(Cc4ccccc4)C(=O)[C@@H]23)cc1	-9	/	4	1.7	0	18	1	-13	/
COc1ccc(-c2nc(CS(=O)CC(=O)NC3CCCc4ccccc43)c(C)o2)cc1OC (stereo not drawn)	-4	2	-14	0.9	0	5	0	9	-3

Screening data from PubChem BioAssay.
